Assay outcomes: PubChem BioAssay, several laboratories
CAL-PDZ inh HTS: blocks peptide binding to the human CAL PDZ domain; Q9HD26; purified CAL PDZ, TMR-peptide fluorescence polarization, 1 h; inhibition, % at 24.9 µM; hit rate 0.92% among 300,000; AID 602252;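 active means mean inhibition of at least 30% with at least half of replicates also reaching 30%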;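 further: 0% = DMSO neutral control and 100% = excess unlabeled competitor peptide PRC23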
V-ATPase pHluor: yeast V-ATPase proton transport regulation by pHLuorin | S. cerevisiae, pHLuorin cytosolic pH fluorescence | response, % at 10 µM | hit rate 0.37% among 350,000 | AID 504577; in the data active means response mostly above about 7.3%, no sharp cut-off; inactive means mostly below about 5.4%; further: actives read high; inactives centre near 0; some compounds called inactive have numbers as strong as hits; reference of the scale not given here
C-LANA FP: inhibitors of KSHV LANA C-terminal domain DNA binding; inhibition, % at 9 µM; hit rate 0.078% among 340,000; MBP-C-LANA/FAM-LBS DNA binding, fluorescence polarization;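 active means highest replicate inhibition at or above 60% at 9 µM, even if other replicates fall short; inactive means all replicates below 60% inhibition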;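 further: 0% = neutral control wells and 100% = 4 µM acridine orange control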
Keap1-Nrf2 PPI: disrupts human Keap1 binding to Nrf2 peptide; Q14145; inhibition, % at 9.4 µM; hit rate 0.15% among 340,000; Keap1 Kelch-Nrf2 peptide fluorescence polarization, 1536-well; in the data active means inhibition above about 12%;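 further: human Keap1 Kelch domain with fluorescein labeled Nrf2 9mer peptide probe; 0% = neutral control wells and 100% = peptide positive control; higher means more block of Keap1 binding to Nrf2 peptide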
Target sequence (Q14145 whole entry, looked up, the tested form may be a part): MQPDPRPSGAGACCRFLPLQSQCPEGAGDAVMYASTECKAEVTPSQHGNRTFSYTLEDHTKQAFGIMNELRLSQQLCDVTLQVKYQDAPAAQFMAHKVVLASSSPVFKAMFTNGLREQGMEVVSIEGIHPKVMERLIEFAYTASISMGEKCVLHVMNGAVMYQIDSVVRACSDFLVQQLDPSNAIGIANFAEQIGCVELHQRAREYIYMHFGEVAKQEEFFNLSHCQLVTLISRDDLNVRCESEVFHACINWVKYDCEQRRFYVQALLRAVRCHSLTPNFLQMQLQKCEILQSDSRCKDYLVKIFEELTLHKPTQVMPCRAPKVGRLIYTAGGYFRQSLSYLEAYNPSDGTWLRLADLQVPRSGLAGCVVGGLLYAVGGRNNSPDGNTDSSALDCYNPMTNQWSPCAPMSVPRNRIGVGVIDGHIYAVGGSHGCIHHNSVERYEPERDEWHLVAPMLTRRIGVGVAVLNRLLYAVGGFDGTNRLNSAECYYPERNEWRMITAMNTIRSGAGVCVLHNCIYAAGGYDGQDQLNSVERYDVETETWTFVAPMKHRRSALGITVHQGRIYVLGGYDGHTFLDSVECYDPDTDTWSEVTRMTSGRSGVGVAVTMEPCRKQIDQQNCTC
MOR-DOR ag: OPRM1-OPRD1 heterodimerization agonism. P35372+P41143. cells, luminescence. activation, % at 9.3 µM. hit rate 0.3% among 340,000; in the data active means activation above about 18%;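 further: 0% = vehicle-treated cells and 100% = reference agonist; values of inactives mirror those of a sister screen read the other way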
cardiac RTF act: increases calcium sensitivity of human cardiac regulated thin filaments. P19429+P45379. IANBD-labeled TnC RTF fluorescence at EC20 calcium; 0% EC20 calcium, 100% full calcium. activation, % at 7.2 µM. hit rate 0.24% among 340,000;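 active means activation above the mean over all tested compounds plus 3 SD, cut at about 30% in these data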;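 further: rise in fluorescence read as greater calcium sensitivity of cardiac thin filaments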
HTR5A inv ag: inverse agonist of human HTR5A in OPRM1-OPRD1 counter-screen | AID 504634 | P47898 | hit rate 0.083% among 340,000 | HTR5A cell line, luminescence, inverse agonism | inhibition, % at 9.3 µM; in the data active means inhibition mostly above about 23%, no sharp cut-off; inactive means mostly below about 18%;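 further: 0% = cells with DMSO and 100% = no-cell wells with DMSO; some compounds called inactive have numbers as strong as hits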
Target sequence (P47898 whole entry, looked up): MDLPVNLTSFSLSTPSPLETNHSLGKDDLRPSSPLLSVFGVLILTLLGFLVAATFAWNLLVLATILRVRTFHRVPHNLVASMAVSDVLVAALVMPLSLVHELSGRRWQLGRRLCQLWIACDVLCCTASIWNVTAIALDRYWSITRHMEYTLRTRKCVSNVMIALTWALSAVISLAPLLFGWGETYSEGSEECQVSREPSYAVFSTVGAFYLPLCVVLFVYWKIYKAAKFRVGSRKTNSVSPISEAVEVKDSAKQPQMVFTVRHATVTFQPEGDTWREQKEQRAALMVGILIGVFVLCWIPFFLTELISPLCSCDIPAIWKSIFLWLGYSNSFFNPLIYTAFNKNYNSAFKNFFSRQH
Cardiac RTF inh: cardiac RTF calcium desensitization | IANBD-labeled cardiac RTF, Ca2+ fluorescence | hit rate 0.12% among 340,000 | inhibition, % at 7.15 µM | AID 493244;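 active means inhibition above the mean inhibition of all tested compounds plus 3 SD, cut at about 17% in these data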;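 further: assay run at fixed EC70 calcium of 1.6 mM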
HTR5A ag: activates human HTR5A in OPRM1-OPRD1 agonist counter-screen. HTR5A agonist assay, luminescence, cell-based. hit rate 0.61% among 340,000. P47898. activation, % at 9.3 µM; in the data active means activation mostly above about 9.5%, no sharp cut-off; inactive means mostly below about 7.6%;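 further: 0% = cells with vehicle only and 100% = reference agonist; strong numbers were not always called active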
MOR-DOR inv ag: inverse agonist of human OPRM1-OPRD1 heterodimerization. cell-based MOR-DOR heterodimer luminescence, inverse agonism. P35372+P41143. AID 504357. inhibition, % at 9.3 µM. hit rate 0.21% among 340,000; in the data active means inhibition above about 22%, passing the limit was not always enough;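 further: 0% = cells with DMSO and 100% = wells without cells with DMSO; values of inactives mirror those of a sister screen read the other way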
* = called active by the depositor; . = not tested or not shown.

#	Compound	CAL-PDZ inh HTS	V-ATPase pHluor	C-LANA FP	Keap1-Nrf2 PPI	MOR-DOR ag	cardiac RTF act	HTR5A inv ag	Cardiac RTF inh	HTR5A ag	MOR-DOR inv ag
1	Cc1ccc([N+](=O)[O-])cc1NC(=S)NC(=O)C(C)(C)C	-3	-3	2.3	-4	0.3	0	0	1	5	-2
2	O=C(CNC(=O)c1ccco1)OCC(=O)c1ccccc1Cl	0	-4	0.6	-5	-2.0	2	14	-8	-5	14
3	Cc1ccc2c(Cl)c(C(=O)Nc3cccnc3)sc2c1	-4	-1	-0.7	5	-1.7	-1	2	8	5	10
4	C(=Nc1ccc(Nc2ccccc2)cc1)c1ccc2ccccc2c1	-5	-3	1.2	-2	3.2	-2	-19	11	0	-16
5	NC(=O)/C=C\C(=O)Nc1cccc(C(F)(F)F)c1	2	-2	1.7	-2	-0.3	6	4	3	-2	2
6	CCSc1nsc(NC(=O)Nc2cccc(F)c2)n1	70*	-1	1.0	1	6.6	-5	-26	-8	7	-36
7	COc1cccc(NC(=O)c2ccnc(N3CCC(C(=O)NCc4ccccc4OC)CC3)c2)c1	1	0	1.5	1	-3.8	-5	0	5	0	20
8	CNc1ccccc1-n1ccc(-c2ccccc2)n1	-1	0	1.3	0	5.6	5	-42	3	-1	-33
9	Cc1ccc(NC2CCCN(C(=O)c3snnc3C)C2)cc1C (stereo not drawn)	-2	4	-1.1	-5	-2.1	1	-20	3	5	10
10	CCn1c(=O)cc(SCC(=O)Nc2ccc(OC)c(OC)c2)c2ccccc21	-3	3	-2.3	0	-0.4	7	-22	5	8	3
11	CC1CC(C)CN(CC(=O)N2CCc3[nH]c4ccccc4c3C2)C1 (stereo not drawn)	3	1	-0.7	3	-1.4	3	-7	-3	3	7
12	O=C1CCN(Cc2cccnc2)CCN1[C@H](CO)Cc1ccccc1	0	-3	-1.5	0	-3.7	-2	-9	7	3	21

Whole records, looked up by structure. Screens in order: CAL-PDZ inh HTS, V-ATPase pHluor, C-LANA FP, Keap1-Nrf2 PPI, MOR-DOR ag, cardiac RTF act, HTR5A inv ag, Cardiac RTF inh, HTR5A ag, MOR-DOR inv ag
Record of `O=C1CCN(Cc2cccnc2)CCN1[C@H](CO)Cc1ccccc1` = 0, -3, -1.5, 0, -3.7, -2, -9, 7, 3, 21
Record of `NC(=O)/C=C\C(=O)Nc1cccc(C(F)(F)F)c1` = 2, -2, 1.7, -2, -0.3, 6, 4, 3, -2, 2

Reprinted at random: 7 compounds from above, in no set order.
#	Compound	CAL-PDZ inh HTS	V-ATPase pHluor	C-LANA FP	Keap1-Nrf2 PPI	MOR-DOR ag	cardiac RTF act	HTR5A inv ag	Cardiac RTF inh	HTR5A ag	MOR-DOR inv ag
11	CC1CC(C)CN(CC(=O)N2CCc3[nH]c4ccccc4c3C2)C1 (stereo not drawn)	3	1	-0.7	3	-1.4	3	-7	-3	3	7
9	Cc1ccc(NC2CCCN(C(=O)c3snnc3C)C2)cc1C (stereo not drawn)	-2	4	-1.1	-5	-2.1	1	-20	3	5	10
4	C(=Nc1ccc(Nc2ccccc2)cc1)c1ccc2ccccc2c1	-5	-3	1.2	-2	3.2	-2	-19	11	0	-16
12	O=C1CCN(Cc2cccnc2)CCN1[C@H](CO)Cc1ccccc1	0	-3	-1.5	0	-3.7	-2	-9	7	3	21
5	NC(=O)/C=C\C(=O)Nc1cccc(C(F)(F)F)c1	2	-2	1.7	-2	-0.3	6	4	3	-2	2
10	CCn1c(=O)cc(SCC(=O)Nc2ccc(OC)c(OC)c2)c2ccccc21	-3	3	-2.3	0	-0.4	7	-22	5	8	3
1	Cc1ccc([N+](=O)[O-])cc1NC(=S)NC(=O)C(C)(C)C	-3	-3	2.3	-4	0.3	0	0	1	5	-2

(cont.)
#	Compound	CAL-PDZ inh HTS	V-ATPase pHluor	C-LANA FP	Keap1-Nrf2 PPI	MOR-DOR ag	cardiac RTF act	HTR5A inv ag	Cardiac RTF inh	HTR5A ag	MOR-DOR inv ag
13	Cc1cc(N2CCN(c3ccc([N+](=O)[O-])c4cccnc34)CC2)c2ccccc2n1	-3	1	-2.7	-6	36*	0	-5	3	2	-216
14	COc1ccc(OC)c(S(=O)(=O)N(C)CC(=O)Nc2cc(Cl)ccc2OC)c1	.	3	0.9	-1	-0.6	0	10	-13	-3	2
15	Cc1cccc(N2CCN(C(=O)CCNS(=O)(=O)c3cccs3)CC2C)c1 (stereo not drawn)	-1	5	-0.1	-3	0.1	-1	17	-13	-6	-1
16	C=CCn1c(SCC(=O)c2cccs2)nc2sc(C)c(C)c2c1=O	-2	4	1.3	-1	0.8	0	-2	-6	4	-5
17	CCOC(=O)C1(Cc2cccc(OC)c2)CCCN(Cc2nccn2CC)C1 (stereo not drawn)	-2	4	0.4	-6	0.1	19	-16	-16	-4	0
18	Cc1cccc(NC(=S)NC(=O)CCc2ccccc2)c1C	0	-1	-0.1	-4	4.0	2	-15	1	15	-23
19	CCOC(=O)CN(C(=O)CNC(=O)c1cccs1)C(C(=O)NC1CCCCC1)c1cccs1 (stereo not drawn)	-7	1	-1.4	-3	-2.3	3	-14	-11	-2	14
20	O=C(OCC(F)(F)F)c1cccc(COc2ccc3ccccc3c2)c1	-3	0	-1.3	-4	-0.1	-1	7	-2	-3	1
21	Cc1ccc(NC(=O)CN2C(=O)CNC2=O)cc1	5	1	0.2	-1	-1.0	6	2	1	-1	5
22	CC1CCCC(C)N1C(=O)COC(=O)c1ccc([N+](=O)[O-])o1 (stereo not drawn)	0	5	3.0	-5	2.6	3	-8	-2	2	-13
23	COc1cccc(Nc2ccc([N+](=O)[O-])c3nonc23)c1	9	1	-0.3	-9	-4.5	-3	6	-3	-2	22
24	Cc1cc(N2CCOCC2)n2nc(-c3cccc(F)c3)cc2n1	.	0	0.3	-4	-1.9	7	-19	-5	-2	10
25	COc1ccc(S(=O)(=O)N(CCCN2CCCC2=O)Cc2cc3c(C)cc(C)cc3[nH]c2=O)cc1	.	2	-1.0	-9	1.8	1	15	-2	3	-8
26	CC(=O)c1c(C)nc(-c2ccc(Cl)cc2)nc1N=CN(C)C	-1	4	-1.7	-3	-0.9	0	-19	-5	7	4
27	Cc1sc2ncnc(SCC(=O)N3CCCC3=O)c2c1C	-3	2	1.0	1	-2.1	0	-8	9	0	12
28	CCSCCOC(=O)C1=C(C)NC(=O)NC1c1cc(OC)ccc1OC (stereo not drawn)	-7	1	0.2	-1	-2.1	-3	15	4	5	12
29	Cc1ccc(-c2noc(C3CCCN(C(=O)c4ccc(F)cc4F)C3)n2)cc1 (stereo not drawn)	-5	2	0.3	0	0.8	-4	-3	-3	-1	-4
30	COCCn1c(C)nnc1SCC(=O)Nc1ccccc1[N+](=O)[O-]	-1	2	1.1	-1	-2.0	3	1	-3	0	10
31	COc1ccc(N2C(=O)CC(N3CCN(c4ccccc4F)CC3)C2=O)cc1 (stereo not drawn)	-1	5	0.2	1	0.0	-1	21	-6	1	0
32	CCOC(=O)c1c(NC(=O)/C=C/C(=O)O)sc(C)c1-c1ccc(C)c(C)c1	-5	-3	-1.7	3	-0.5	0	16	-2	7	3
33	Cc1nn(C(=O)c2ccco2)c(C)c1Sc1ccc(Cl)cc1	-5	2	0.4	-1	-0.1	6	6	-7	1	1
34	COc1ccc(NC(=O)CN(C)C(=O)c2cccc(Oc3ccccc3)c2)cc1	5	-3	-0.3	1	-4.4	2	-18	2	7	19
35	O=C(O)c1cc2n(n1)C(C(F)(F)F)CC(C1CC1)N2 (stereo not drawn)	1	0	0.6	-2	-3.7	-2	-13	2	4	18
36	O=C(Cc1cccs1)NCc1ccccc1Br	0	2	1.0	-4	-2.2	9	-10	-16	3	13
37	COc1ccc(/C(C)=N/NC(=O)CNC(=O)c2ccncc2)cc1	-4	2	2.7	-2	-2.0	-1	23	0	-10	11
38	COc1cc(C(=O)N[C@H](C(=O)OCC(=O)NC2CCCCCC2)C(C)C)cc(OC)c1OC	.	-2	-0.9	-1	1.8	0	3	7	2	-7
39	COc1ccc(S(=O)(=O)Nc2ccc(S(=O)(=O)N3CCCCC3)cc2)cc1C	-5	1	-1.0	0	-3.0	2	-6	-4	6	16
40	Cc1cc(C)c(NC(=O)CS(=O)CC(=O)N2CCN(c3cccc(C)c3C)CC2)c(C)c1 (stereo not drawn)	-3	-4	0.1	0	1.6	0	-9	-10	-1	-10
41	CN(c1ccccc1)P(=O)(N(C)c1ccccc1)N(C)c1ccccc1	.	1	-0.3	5	-2.0	-6	-33	-10	-2	10
42	CC(=O)Nc1cccc(OCc2cnc(Cl)s2)c1	.	-2	2.0	4	-2.6	-3	20	-12	2	13
43	C=CCc1c(C)nn(CC(=O)O)c1-c1ccccc1	-2	-6	-2.3	-9	-1.9	7	-6	-4	2	11
44	CC(CNS(=O)(=O)c1ccc2c(c1)NC(=O)CCS2)c1ccccc1 (stereo not drawn)	-3	1	0.4	1	-2.1	3	2	-7	0	11
45	CCCCNS(=O)(=O)c1ccc(Br)cc1N1CCC[C@H]1CO	-4	-1	0.1	3	-0.6	1	-20	-9	6	3
46	Cc1nn(-c2ccccc2)c(Cl)c1/C=N\NC(=O)c1cnccn1	1	3	0.4	-2	-2.6	10	-3	-4	2	13
47	CCOCCN(C(=O)c1ccccc1Cl)c1ccccc1	0	-4	-0.3	-4	0.3	2	-10	-1	-2	-1
48	COCc1cc(=O)n2[nH]c(-c3ccccc3)cc2n1	-5	-3	0.2	4	-1.0	-4	25	-8	-10	4
49	COc1ccc(C2(O)CC3CCC(C2)N3c2cc(C)nc(-c3ccccc3)n2)cc1 (stereo not drawn)	-1	-1	0.4	-3	1.0	9	-12	3	8	-6
50	COC(=O)c1ccccc1NC(=O)c1ccc2c(c1)CC(C)O2 (stereo not drawn)	1	2	0.4	4	5.9	-3	5	-3	-1	-28

Looked up above:
HTR5A inv ag result of compound 45 stands at -20
V-ATPase pHluor result of compound 50 stands at 2
V-ATPase pHluor result of compound 39 stands at 1
C-LANA FP result of compound 44 stands at 0.4
